Screening results from PubChem BioAssay.
14-3-3 PPI – modulators of 14-3-3 gamma protein binding, primary screen, biochemical, fluorescence polarization; 14-3-3 protein gamma (Homo sapiens), P61981; FP, 14-3-3gamma / TMR-pS259-Raf peptide binding; inhibition, % at 40 µM; 0.19% of 160,000 active; AID 422, 2006; in the data active = inhibition above about 30%;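 also: 0% = protein plus tracer without compound and 100% = blank with tracer alone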
Target sequence (P61981 whole entry, looked up): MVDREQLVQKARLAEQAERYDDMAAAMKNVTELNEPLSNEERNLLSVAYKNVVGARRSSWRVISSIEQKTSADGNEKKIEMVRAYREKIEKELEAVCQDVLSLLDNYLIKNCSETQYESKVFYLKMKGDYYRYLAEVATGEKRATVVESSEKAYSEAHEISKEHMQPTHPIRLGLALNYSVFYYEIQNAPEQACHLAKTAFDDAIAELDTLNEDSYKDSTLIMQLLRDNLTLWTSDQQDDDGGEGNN
The depositor's hits bear a star; & = joins results of further samples; ! = repeats disagree.

Preview:
item	14-3-3 PPI	mol
1	-3	CN1CCN(c2c([N+](=O)[O-])c(=O)oc3ccccc23)CC1
2	6	O=C(NCC1CCCO1)C(Cc1ccccc1)NS(=O)(=O)c1ccc(F)cc1 (stereo not drawn)
3	-2	CNc1nnc(CSc2nc(C)cc(C)n2)s1
4	-4	O=C(c1ccccc1)N1CCN(CC#Cc2ccccc2)CC1
5	-6	CCSc1nnc(NC(=O)c2ccc(Br)o2)s1
6	-4	CCCc1cc2c(=O)c(-c3ccc4c(c3)OCO4)c(C)oc2cc1OC

This part in full, from the start:
item	14-3-3 PPI	mol
1	-3	CN1CCN(c2c([N+](=O)[O-])c(=O)oc3ccccc23)CC1
2	6	O=C(NCC1CCCO1)C(Cc1ccccc1)NS(=O)(=O)c1ccc(F)cc1 (stereo not drawn)
3	-2	CNc1nnc(CSc2nc(C)cc(C)n2)s1
4	-4	O=C(c1ccccc1)N1CCN(CC#Cc2ccccc2)CC1
5	-6	CCSc1nnc(NC(=O)c2ccc(Br)o2)s1
6	-4	CCCc1cc2c(=O)c(-c3ccc4c(c3)OCO4)c(C)oc2cc1OC
7	-4	COC(=O)c1nc2nc(C)c([N+](=O)[O-])c(=O)n2[nH]1
8	-2	O=C1C(c2ccccc2F)N(CCc2ccc(Cl)cc2)C(=O)CN1C1CCCCCC1 (stereo not drawn)
9	-6	CC1(C)Cc2c(sc3c2C(=O)N(c2ccccc2)C2=NCCCN23)CO1
10	-18	Cc1ccc(C(=O)N2CC(=O)Nc3ccc(C)cc3C2c2ccccc2)cc1 (stereo not drawn)
11	0	CCOC(=O)CN1c2ccccc2NC(=O)CC1C (stereo not drawn)
12	-20	COc1ccc(Cc2nnc(-n3cccc3)s2)cc1
13	4	CCCN1CCN(CCCNC(=O)C2CCCN(c3nc4ccc(OCC)cc4s3)C2)CC1 (stereo not drawn)
14	-3	Cc1nn2c(C(F)(F)F)cc(-c3ccc(Cl)cc3)nc2c1C(=O)N1CCOCC1
15	-4	CCN(CC)c1ccc(C=Nc2ccc(C#N)cc2)c(O)c1
16	0	CC1CCCC(NC(=O)c2cn(C3CCCC3)c(=O)c3c2c2ccccc2n3C)C1C (stereo not drawn)
17	-4	Cc1ccc(C(=O)Oc2ccc3c(c2)OCO3)cc1S(=O)(=O)N1CCC(C)CC1
18	-3	Cc1sc2ncn(CC(=O)NC3CCCCC3)c(=O)c2c1C
19	-5	O=C1OCC2=C1C(c1ccc3c(c1)OCO3)Sc1ccccc1N2 (stereo not drawn)
20	-6	C=CCn1c(SCc2c(F)c(F)c(F)c(F)c2F)nc(O)cc1=O

Arranged by SMILES length (ascending): 5 of the compounds above.
item	14-3-3 PPI	mol
4	-4	O=C(c1ccccc1)N1CCN(CC#Cc2ccccc2)CC1
15	-4	CCN(CC)c1ccc(C=Nc2ccc(C#N)cc2)c(O)c1
1	-3	CN1CCN(c2c([N+](=O)[O-])c(=O)oc3ccccc23)CC1
6	-4	CCCc1cc2c(=O)c(-c3ccc4c(c3)OCO4)c(C)oc2cc1OC
8	-2	O=C1C(c2ccccc2F)N(CCc2ccc(Cl)cc2)C(=O)CN1C1CCCCCC1 (stereo not drawn)

New compounds follow.
item	14-3-3 PPI	mol
21	7	O=[N+]([O-])c1ccc(S(=O)(=O)N2CCN(Cc3ccccc3C(F)(F)F)CC2)cc1
22	-10	CCOC(=O)c1cc(NC(=O)c2ccoc2C)cc(C(=O)OCC)c1
23	-10	CC(C)c1ccc2oc(-c3ccc(N)cc3)nc2c1
24	-6	N#Cc1cccc(NC(=O)CCC(=O)O)c1
25	0	Cc1cccn2c(=O)c3cc(C(=O)NCCN4CCOCC4)n(Cc4ccccc4)c3nc12
26	-3	O=C(C1CCN(c2nnc(N3CCCC3=O)s2)CC1)N1CCN(Cc2ccc3c(c2)OCO3)CC1
27	3&-7	CCOC(=O)CSc1nnc(CNC(=O)c2ccco2)n1C
28	3	O=C(N1CCOCC1)C1(c2ccccc2)CCOCC1
29	2	CC(C)C(=O)Nc1nnc(-c2cccc([N+](=O)[O-])c2)s1
30	-8	COc1ccc(C2CC(=O)Nc3ccccc3S2(=O)=O)cc1OC (stereo not drawn)
31	-3	O=C(O)C1CCCCC1C(=O)Nc1ccc(Br)cc1 (stereo not drawn)
32	-6	Fc1ccccc1-c1nc(Nc2ccc3c(c2)OCCO3)c2ccccc2n1
33	-13	O=C1CC(N2CCN(S(=O)(=O)c3cccc(C(F)(F)F)c3)CC2)C(=O)N1Cc1ccccc1 (stereo not drawn)
34	-3	Cc1cc(C)c(C#N)c(SCC(=O)N(C)C2CCCCC2)n1
35	-1	CCN1CCCC1CNS(=O)(=O)c1ccc(C(=O)Nc2ccccc2)cc1 (stereo not drawn)
36	-7	CCOCCCn1cnc2c(c1=O)c1nc3ccccc3nc1n2-c1ccc(C)cc1
37	3	COc1cccc(CNC(=O)CN2C(=O)COc3ccc(C(C)(C)C)cc32)c1
38	-29	CCCCn1c(=NC(=O)c2ccccc2C)c(C(=O)OCC)cc2c(=O)n3ccccc3nc21
39	74*!	CCc1nc(C)ccc1OCC(=O)O
40	-4	COc1cc(-c2nc3oc4ccccc4c(=O)c3c(=O)n2Cc2ccco2)cc(OC)c1OC
41	-9	CCC1CCCCN1C(=O)c1cc(-c2ccc(Cl)cc2)on1 (stereo not drawn)
42	7	Cc1cc(OCCN2CCOCC2)nc2ccccc12
43	-27	Cc1cccc(S(=O)(=O)c2c(N)n(Cc3ccco3)c3nc4ccccc4nc23)c1
44	-9	CCOc1ccc2nc(NC3=NCCC(=O)N3)nc(C)c2c1
45	-6	c1csc(-c2nnc(-c3ccc(N4CCOCC4)cc3)o2)c1
46	1	Cc1c(Cl)cccc1NC(=O)c1ccccc1Br
47	-7	O=C(CN1CCC(n2nnc3cc(F)ccc32)CC1)NCc1ccco1
48	2	Cc1nc(Cl)c(C(=O)NC(=O)NCc2ccc(Cl)cc2)c(C)c1[N+](=O)[O-]
49	-4	CCc1c(C)nc2ncnn2c1N1CCC(C(=O)NCc2ccc3c(c2)OCO3)CC1
50	-6	O=C1C2C3C=CC(CC3)C2C(=O)N1c1ccccc1Br (stereo not drawn)
51	3	CCOCCn1c(SCc2ccc(C)cc2)nc2c1c(=O)[nH]c(=O)n2C
52	-8	COCCN1C(=S)NC2c3ccccc3OC1(C)C2C(=O)Nc1ccc(C)cc1C (stereo not drawn)
53	-8	O=C(NCCCN1CCCC1)c1ccc2c(=O)n(Cc3ccc4c(c3)OCO4)c(=O)[nH]c2c1
54	-10	CCOc1ccccc1NC(=O)CCNS(=O)(=O)c1cccs1
55	-3	Cc1ccc(NC(=O)CCC(=O)Nc2ccc(C)cc2)cc1
56	-3	O=C(NCc1ccccc1)C1CCN(C(=O)c2ccccc2)CC1
57	-11	COc1ccc(NC(=O)CCCn2nc([N+](=O)[O-])c(Br)c2C)cc1
58	-1	OCCN1CCOCCN(CCO)CCOCC1
59	1	O=C(C1c2ccccc2Oc2ccccc21)N1CCN(C(=O)C2c3ccccc3Oc3ccccc32)CC1
60	-6	COc1cccc(C(=O)N2c3ccc(C)cc3C(C)(c3ccccc3)CC2(C)C)c1 (stereo not drawn)
61	12	CCOC(=O)C1CCN(C(=O)c2cc3cc4ccc(OC)cc4nc3o2)CC1
62	-10	CCOc1cc2[nH]c(=S)n(C3CCCC(C)C3C)c(=O)c2cc1OCC (stereo not drawn)
63	0	Cc1ccc(Nc2cc(C(=O)NCCN3CCOCC3)c3ccccc3n2)cc1C
64	-5	Cn1c(=O)n(CC(=O)NC2CCCCC2)c(=O)c2ccccc21
65	-7	CN(C)S(=O)(=O)c1ccc(/C(O)=C2\C(=O)C(=O)N(Cc3cccnc3)C2c2cccs2)cc1 (stereo not drawn)
66	1	O=C(c1ccc2c(=O)n(Cc3ccc4c(c3)OCO4)c(=S)[nH]c2c1)N1CCN(c2cccc(Cl)c2)CC1
67	3	Cc1ccc2c(c1)NC(=O)C(CC(=O)NCCCN1CCCCC1C)O2 (stereo not drawn)
68	11	O=C1c2ccc([N+](=O)[O-])cc2S(=O)N1c1ccccc1 (stereo not drawn)
69	-1	COCCNc1cc(C)nc2c(-c3ccccc3OC)c(C)nn12
70	10	Cc1cc2c(c(=O)[nH]1)C(=O)OC2=Cc1cccnc1
71	-79	O=C(Nc1cc(Br)ccc1O)c1cc(-c2ccco2)on1
72	-25	O=C(C1CC1)N1CCc2cc(Br)cc(S(=O)(=O)Nc3ccc(F)cc3)c21
73	-3	COc1cc(NC(=O)CCCC2=NS(=O)(=O)c3ccccc3N2)cc(OC)c1
74	1	CCOC(=O)Nc1c(C(=O)OC)[nH]c2cc(OC)ccc12
75	8	CCc1ccccc1NC(=O)C(NS(=O)(=O)c1cccs1)C(C)C (stereo not drawn)
76	-4	CCOc1ccc(-n2ccnc2SCC(=O)Nc2ccc(OC(F)(F)F)cc2)cc1
77	3	CCCCc1ccc(N=C2NC(=O)C(Cc3ccc(C(=O)OCC)cc3)S2)cc1 (stereo not drawn)
78	4	CCCc1cc(=O)[nH]c(/N=C(/NC(=O)c2ccccc2)Nc2ccc3c(c2)OCCO3)n1
79	-9	COc1cc2[nH]c(=O)n(CCC(=O)NCCC(C)C)c(=O)c2cc1OC
80	-6	CCOCCOC(=O)C1=C(C)NC(=O)NC1c1ccc(O)cc1 (stereo not drawn)

Next entries follow.
item	14-3-3 PPI	mol
81	-1	O=C(c1cn(-c2ccc(Cl)cc2)c(=O)c2ccccc12)N1CCN(c2ccc(F)cc2)CC1
82	-11	CC1=C(C(=O)OCCc2ccccc2)C(c2ccccc2[N+](=O)[O-])C2=C(CCCC2=O)N1 (stereo not drawn)
83	3	Cc1nc(CNS(=O)(=O)c2cccnc2)cs1
84	3&1	COc1cccc(C=Nc2cccnc2)c1O
85	2	Cc1cc2c(=O)[nH]cnc2s1
86	-4	COc1ccc(NC(=O)c2c(NC(=O)c3ccc(Br)cc3)sc3c2CCC(C)C3)cc1 (stereo not drawn)
87	-1	COc1cccc(C2=NOC(C(=O)N3CCc4ccccc4C3)C2)c1 (stereo not drawn)
88	5	Nc1ncnc2nc(SCc3ccc(Cl)cc3)[nH]c12
89	4	COc1ccccc1-n1nnc(C(=O)NCc2cccs2)c1N
90	-3	CCOc1cc(C2C(C(=O)OCCOC)=C(C)NC3=C2C(=O)CCC3)ccc1O (stereo not drawn)
91	-59	Cc1ccc2oc(-c3cccc(NC(=O)COc4cccc(C)c4C)c3)nc2c1
92	4&0	CCN(C(=O)CSc1nc2nc(C)cc(C)n2n1)c1ccccc1
93	-7	Cc1cc2c(cc1C)NC(CC(=O)Nc1cccc(Cl)c1)C(=O)N2 (stereo not drawn)
94	-53	COC(=O)c1cc(NC(=O)c2cccc3c2C(=O)N(c2ccc(OC)cc2)C3)cc(C(=O)OC)c1
95	-7	C=CCc1cccc2cc(C(=O)Nc3ccccc3C)c(=O)oc12
96	-7	CCCc1noc(-c2ccc(C(C)(C)C)cc2)n1
97	-6	CC(=O)C1=C(C)NC(SCC(=O)c2ccc(C)cc2)=C(C#N)C1c1ccco1 (stereo not drawn)
98	-6	CC(=O)c1cc2c(cc1NC(=NS(=O)(=O)c1ccc(Br)cc1)c1ccccc1)OCO2
99	-12	COc1cc(OC)cc(C(=O)N2CCN(c3ccc([N+](=O)[O-])cc3)CC2)c1
100	-4	CCOC(=O)c1cc2c(C)nn(-c3ccccc3)c2s1

Some of the entries above in a different format.
item	Structure	14-3-3 PPI
90	CCOc1cc(C2C(C(=O)OCCOC)=C(C)NC3=C2C(=O)CCC3)ccc1O (stereo not drawn)	-3
91	Cc1ccc2oc(-c3cccc(NC(=O)COc4cccc(C)c4C)c3)nc2c1	-59

Some of the compounds tested (hit frequency here may not be typical).
